# bovine MsrA act: activates bovine MsrA enzyme. purified bovine MsrA, absorbance read-out. activation, % at 10.6 µM. hit rate 0.3% among 360,000. AID 602163; in the data active = activation above about 7.5%;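 note: 0% = vehicle and 100% = reference activator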
# FAS TE block: inhibitors of human fatty acid synthase thioesterase domain; recombinant FAS-TE, OMFH fluorogenic substrate, fluorescence endpoint; P49327; inhibition, % at 15 µM; hit rate 0.67% among 360,000;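 active = compounds whose normalised, plate-corrected inhibition of enzyme fluorescence in the single-dose primary screen is 50% or more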;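 note: 0% = DMSO with enzyme and 100% = substrate without enzyme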
# Rin1-Abl PPI inh: inhibitors of human Rin1-Abl protein interaction | P00519+Q13671 | TR-FRET Rin1/Abl binding, biochemical | inhibition, % at 7.35 µM | hit rate 0.4% among 360,000; in the data active = inhibition above about 5%, passing the limit was not always enough
# CendR NRP1 mod: modulators of CendR peptide binding to human neuropilin-1; O14786; FAM-RPARPAR peptide binding to NRP-1, fluorescence polarization; inhibition, % at 25 µM; hit rate 0.85% among 360,000;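 active = inhibition or corrected inhibition above about 18%, plus a signal ratio from 0.5 to 1.5, limit read from the data, passing the limit was not always enough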; note: strong numbers were not always called active
# E coli Lon inh: inhibitors of E. coli Lon protease; AID 602123; hit rate 0.42% among 360,000; purified E. coli Lon protease, fluorescence polarization; inhibition, % at 7.94 µM; in the data active = inhibition above about 13%, passing the limit was not always enough;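 note: 0% = enzyme with probe and DMSO and 100% = no enzyme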
# Target sequence (P0A9M0 whole entry, looked up): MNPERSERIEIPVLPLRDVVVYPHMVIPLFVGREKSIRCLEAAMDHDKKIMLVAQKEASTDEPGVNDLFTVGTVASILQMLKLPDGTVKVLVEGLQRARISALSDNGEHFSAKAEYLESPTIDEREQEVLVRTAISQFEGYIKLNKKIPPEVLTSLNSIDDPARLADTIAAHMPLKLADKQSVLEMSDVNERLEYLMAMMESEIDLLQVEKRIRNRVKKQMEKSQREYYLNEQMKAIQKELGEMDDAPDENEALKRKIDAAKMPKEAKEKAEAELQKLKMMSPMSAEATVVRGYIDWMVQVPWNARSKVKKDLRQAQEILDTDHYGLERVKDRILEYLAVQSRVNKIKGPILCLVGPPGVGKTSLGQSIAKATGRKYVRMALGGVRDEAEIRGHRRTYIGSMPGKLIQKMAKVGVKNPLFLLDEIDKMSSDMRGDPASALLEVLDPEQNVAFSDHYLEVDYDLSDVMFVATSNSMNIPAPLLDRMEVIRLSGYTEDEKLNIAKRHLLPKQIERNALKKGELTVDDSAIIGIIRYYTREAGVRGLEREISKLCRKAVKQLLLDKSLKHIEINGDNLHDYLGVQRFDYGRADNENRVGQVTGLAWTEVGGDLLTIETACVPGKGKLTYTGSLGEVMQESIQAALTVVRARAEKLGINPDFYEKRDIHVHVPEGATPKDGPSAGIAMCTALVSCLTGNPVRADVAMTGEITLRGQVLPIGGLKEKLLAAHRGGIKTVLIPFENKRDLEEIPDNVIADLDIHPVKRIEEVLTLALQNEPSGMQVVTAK
# MT1-MMP act inh: MT1-MMP (human) activation inhibition. P50281. HT1080 RFP-PRO-GFP cells, GFP/RFP ratio fluorescence, overnight; percent of plate control window, DMSO zero. GFP/RFP ratio change, % at 20 µM. hit rate 0.061% among 360,000;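 active = GFP/RFP ratio change of at least 30% with cell ATP level not reduced by more than half and red fluorescence within 50% of control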; note: strong numbers were not always called active
#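 Assay system: RFP-PRO-GFP reporter HT1080 cells; read-out basis: GFP/RFP fluorescence ratio; benchmarks: DMSO wells and RFP-L50D-GFP cells; doses: 20 µM single dose, 1% DMSO; schedule: overnight cell settling, then overnight compound exposure, 37 °C, 5% CO2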
# Neddylation inh: blocks human cullin neddylation. hit rate 0.58% among 360,000. P61081+Q13564. calls only at 25 µM. TR-FRET cullin neddylation, biochemical; in the data active = inhibition above about 36%
# SKN-1 inh: inhibitors of C. elegans SKN-1 | C. elegans VP596 Pgst-4::GFP/RFP ratio, acrylamide-induced, 24 h | inhibition, % at 21.8 µM | hit rate 0.49% among 360,000;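 active = interference check ratio from 0.5 to 1.5 plus GFP to RFP signal ratio inhibition reaching or exceeding a fixed threshold, cut at about 30% in these data, passing the limit was not always enough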; note: some compounds called inactive have numbers as strong as hits
# MsrA inhibitor: inhibitors of bovine MsrA; AID 651718; inhibition, % at 15.5 µM; purified bovine MsrA, absorbance read-out; hit rate 0.75% among 360,000; in the data active = inhibition above about 4.5%;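 note: 0% = vehicle wells with enzyme and 100% = reference inhibitor wells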
# An asterisk follows results filed as active; i = inactive; . = no result given; & = joins results of further samples.
# Second line of a record: Neddylation inh	MT1-MMP act inh	CendR NRP1 mod	FAS TE block	SKN-1 inh	bovine MsrA act	E coli Lon inh	MsrA inhibitor	Rin1-Abl PPI inh
CC(C)NC(=O)C1(C)CCCN1Cc1csc2ccccc12 (configuration not stated)
 : i	1	5	-3	2	-1	1	-0.2	-4
CCOc1ccccc1C(=O)Nc1ccccc1O
 : i	5	-10	-4	21	1	0	-0.5	-1
O=C(NC1CC1)c1ccc(F)cc1Cl
 : i	0	2	-8	5	1	-4	0.8	-1
CCCCCO
 : i	0	-2	-6	-1	-5	-1	-0.1	1
Cc1ccc2nc(C)c3c(c2c1)OC(C(C)(Cl)Br)C3 (configuration not stated)
 : i	2	-4	16	19	3	-8	0.0	-1
CCOC(=O)C1CCN(S(=O)(=O)Cc2ccc(Cl)cc2)CC1
 : i	-3	7	4	2	-4	-11	0.7	-3
Cn1c(=O)c2c(nc(Br)n2CCSc2nnnn2-c2ccccc2)n(C)c1=O
 : i	4	-4	-6	4	-3	-6	0.3	0
CCC(NC(=O)c1ccc(C#CC2(O)CCCCC2)cc1)C(=O)O (configuration not stated)
 : i	0	13	-1	4	-11	1	-0.3	2
Cc1ccsc1CNCC(O)c1ccccc1 (configuration not stated)
 : i	3	-20	3	-13	-9	0	-0.1	-1
CC(C)CCNC(=O)C(=O)NCCC1=CCCCC1
 : i	2	-8	-9	13	3	2	-1.3	-1
COc1ccc2[nH]c3c(c2c1)CCN1C(=O)N([C@@H](C)C(=O)NCCc2ccc(OC)c(OC)c2)C(=O)[C@]31C
 : i	2	-16	-4	3	-7	4	-0.2	-5
Cc1cccc(C(=O)NC(=S)N(C)C2CCCCC2)c1
 : i	5	-7	3	22	-3	-6	2.0	-1
CC(C)OC(=O)CSc1nc(C(C)C)nc2ccccc12
 : i	-3	5	-4	-3	-3	-3	-1.4	2
CCCCOc1ccc(/C=C/C(=O)Nc2ccc([N+](=O)[O-])cc2C)cc1
 : i	0	-13	2	12	-3	6	2.1	-4
COc1ccc(S(=O)(=O)N2CCC(C(=O)N3CCN(c4ccccc4OC)CC3)CC2)cc1
 : i	1	4	0	-3	-1	8	-0.7	2
CCc1ccc(/C(C)=N/NC(=O)CNC(=O)/C=C/c2ccccc2OC)cc1
 : i	0	4	6	7	-4	3	0.7	0
Cc1cccc(-c2nsc(SCC(=O)Nc3nccs3)n2)c1
 : i	-2	0	-2	4	-13	-5	-0.5	3
COc1ccc(NC(=S)N2CCC(c3ccccc3)C2)cc1 (configuration not stated)
 : i	2	12	4	-5	-2	-3	-0.4	-2
Cc1sc(NC(=S)NC(=O)c2ccccc2)c(C#N)c1C
 : i	1	6	-3	3	-4	-5	1.2	-1
O=C(CSc1ccc(F)cc1)N1CCC(c2nc3ccccc3s2)CC1
 : i	-1	-5	12	15	-4	0	-1.6	-1
Cc1nn(-c2ccccc2)c(Cl)c1/C=N/Nc1nnc(C)c(=O)[nH]1
 : i	-1	-12	-6	2	-10	0	-0.7	-1
COc1ccc(C(CNC(=O)COc2ccccc2C)N2CCOCC2)cc1 (configuration not stated)
 : i	-3	1	-1	-3	-2	-4	-0.3	2
C=C(C)C1CC=C(CN2CCC(C(=O)OCC)CC2)CC1 (configuration not stated)
 : i	.	4	-9	-29	-15	-11	0.4	-3
CC1CC(NS(=O)(=O)c2cccs2)CC(C)(C)C1 (configuration not stated)
 : i	2	10	8	-1	-7	-1	0.3	7
COCCN(CCOC)C(=O)c1cc2sc3ccccc3c2s1
 : i	26	-10	8	4	-1	-8	0.8	-4
C(=N\N1CCN(C(c2ccccc2)c2ccccc2)CC1)/c1ccc2c(c1)OCO2
 : i	2	-1	30	2	-2	-1	1.4	-4
O=C(Nc1ccc(N2CCOCC2)cc1)c1ccc(Cl)c(S(=O)(=O)N2CCCCC2)c1
 : i	17	-3	-2	-6	-2	-4	1.2	-4
CC[n+]1c(C)sc2c3ccsc3ccc21
 : i	0	-11	4	1	-3	-5	0.0	1
COc1cccc2[nH]c3ccccc3c(=O)c12
 : .	7	-6	-4	1	-2	-2	.	-4
CC(C)(C)[C@@H]1COC(=O)[C@H](Cc2ccc(F)cc2)CC/C=C\C[C@@H](CC(=O)N(CCO)Cc2ccccc2)C(=O)N1
 : i	0	5	0	-8	3	3	-0.8	1
O=c1oc2ccccc2c(NCc2ccc(Cl)cc2)c1[N+](=O)[O-]
 : i	3	14	28	12	-1	-3	0.9	-1
CCc1nnc(NC(=O)CSc2sc3c(O)cc(=O)[nH]c3c2C#N)s1
 : i	-7	-98	-4	2	-2	-23	4.0	-2
Clc1ccccc1CN1CCc2sccc2C1
 : i	-2&3	10&-6	4&15	-10&4	-2&1	-2&3	-0.4&-0.1	-3&0
COc1ccc(C=O)c(-c2c(CCO)sc3ccccc23)c1
 : i	1	-8	-2	3	-5	-3	-0.2	.
Nc1ccn([C@@H]2O[C@H](CN=C3NS(=O)(=O)c4ccccc43)[C@@H](O)[C@H]2O)c(=O)n1
 : i	5	5	-9	3	-2	-1	-0.1	-4
COc1ccc2nc(CNC(=O)C3CCC(=O)N(CCc4ccccc4)C3)[nH]c2c1 (configuration not stated)
 : i	0	6	-8	-16	-5	-3	1.4	0
O=C(NCc1ccco1)C(c1cccs1)N(C(=O)C1COc2ccccc2O1)c1cccc(O)c1 (configuration not stated)
 : i	-12	4	5	11	-4	1	-0.1	0
CCn1c(SCC(=O)NC(C)(C)C)nnc1-c1ccccn1
 : i	2	2	-6	-2	-8	4	-0.7	4
COC(=O)c1ccc2nc(NC(=O)C(C)C)sc2c1
 : i	-1	-9	-6	1	-5	-5	-1.6	3
O[C@H]1CN(Cc2cccs2)[C@@H](c2ccccc2)C[C@@H]1n1cc(C2CC2)nn1
 : i	-1	-7	-2	18	0	-6	-1.0	-2

# Copied from the list:
# Value of O[C@H]1CN(Cc2cccs2)[C@@H](c2ccccc2)C[C@@H]1n1cc(C2CC2)nn1 in MsrA inhibitor: -1.0
# Value of C(=N\N1CCN(C(c2ccccc2)c2ccccc2)CC1)/c1ccc2c(c1)OCO2 in MsrA inhibitor: 1.4
# Value of Cc1nn(-c2ccccc2)c(Cl)c1/C=N/Nc1nnc(C)c(=O)[nH]1 in bovine MsrA act: -10

# (continued)
# Second line of a record: Neddylation inh	MT1-MMP act inh	CendR NRP1 mod	FAS TE block	SKN-1 inh	bovine MsrA act	E coli Lon inh	MsrA inhibitor	Rin1-Abl PPI inh
CCOc1cc(/C=N/O)ccc1OCC(=O)Nc1cccc(C)c1
 : i	1	9	-6	2	-4	-3	-0.8	-1
CCN(Cc1ccccc1)C(=O)c1ccc(CNS(=O)(=O)c2ccc(C)cc2)cc1
 : i	-4	0	19	-5	-2	-5	-1.9	0
CCN(CC)CCn1c(=S)[nH]c2ccc(Cl)cc2c1=O
 : i	2	-4	-10	4	-3	3	0.8	-1
O=C(NCC1CCCO1)c1ccc(COCC(F)(F)C(F)F)cc1 (configuration not stated)
 : i	4	4	-3	3	0	-9	-0.8	0
Cc1cc(C(=O)CSc2nncs2)c(C)n1Cc1ccco1
 : i	4	-3	1	-5	-11	3	0.3	-1
Cc1cc(SCC(=O)N/N=C/c2ccc(O)c(O)c2)c(C)cc1Br
 : i	-26	-6	5	0	-8	3	-0.1	2
COCc1ccc(CN2CCCCC2C(=O)Nc2ccc(Oc3ccccc3)nc2)o1 (configuration not stated)
 : i	-2	-9	-3	6	-2	-8	0.5	1
Cc1ccc(C(=O)OCC(=O)N2CCCCCC2)cc1S(=O)(=O)N1CCOCC1
 : i	1	-3	-6	11	-2	-2	0.3	2
Cc1ccc(CNC(=O)CCS(=O)(=O)c2ccc3c(c2)NC(=O)CS3)cc1
 : i	-4	-4	-1	12	3	-11	-0.3	1
Cc1cc(NC(=O)CCC(=O)N(Cc2ccco2)C2(C(=O)NC3CCCCC3)CCCCC2)no1
 : i	-6	0	-2	14	-2	21*	-0.8	1
O=C(NCCCn1ccnc1)/C(=C/c1ccco1)NC(=O)c1ccccc1
 : i	1	-8	-12	-2	4	0	0.6	1
COCCn1c(SCC(=O)Nc2ccc3[nH]c(=O)[nH]c3c2)nc2ccccc21
 : i	1	-1	-12	-6	5	-5	-0.1	0
COc1ccc(CCNC(=O)C(=O)c2cn(CC(=O)N3CCCC3)c3ccccc23)cc1
 : i	1	-9	-3	13	-2	3	1.5	-2
CCc1cc(-c2nnn(CCC3COCCO3)c2CC)ccc1-c1cn(Cc2ccc3ccccc3c2)nn1 (configuration not stated)
 : i	2	-8	27	-6	-5	11	1.7	2
Cc1sc(-c2cccnc2)nc1OC(=O)C1CC1
 : i	5	-2	-4	-3	-1	-5	1.6	-1
CN(C)S(=O)(=O)N1CCN(c2ccc([N+](=O)[O-])c(NC3CC3)c2)CC1
 : i	-1	4	22	-6	-1	-12	1.4	1
Cc1ccc2c(c1)c1nnc(SCC(=O)Nc3cccc(Cl)c3C)nc1n2CC(=O)O
 : i	0	-2	5	11	-2	-5	2.5	-1
Cc1ccc(C(O)P(=O)(OCc2ccccc2)c2ccc(N(C)C)cc2)cc1 (configuration not stated)
 : i	-4	0	9	0	-3	4	-0.2	0
COC(=O)c1ccc(NC(=O)CCNS(=O)(=O)c2cccc3nonc23)cc1
 : i	0	-8	-4	17	0	12	0.6	-1
O=[N+]([O-])c1ccc(CN2CC(N3CC=CC3)CS2(=O)=O)cc1 (configuration not stated)
 : i	2	2	-9	4	-3	-5	0.9	3
O=[N+]([O-])c1cc2c(cc1[N+](=O)[O-])OCCOCCOCCOCCO2
 : i	-2	-8	28	-3	-5	3	1.5	-3
CN(C)c1ccc(NC(=O)c2cccc(N3C(=O)CCC3=O)c2)cc1
 : i	7	-1	-9	15	-3	0	0.1	0
COc1ccc(OC)c(S(=O)(=O)N2CCN(C)CC2c2ccccc2)c1 (configuration not stated)
 : i	0	-11	-6	25	-1	-8	-1.1	0
CN(C)c1ccc(C(=S)Nc2ccccc2)cc1
 : i	-4	13	3	5	-3	-3	2.1	-3
CCC(C)(C)n1nnnc1C(c1ccccc1F)N1CCC(C(N)=O)CC1 (configuration not stated)
 : i	2	-10	-5	-3	-5	0	1.8	4
NS(=O)(=O)c1ccc(NCC2COc3ccccc3O2)c([N+](=O)[O-])c1 (configuration not stated)
 : i	5	-8	-8	9	0	10	2.4	-3
CN(NC(=O)c1ccccc1F)c1nc(C(F)(F)F)nc2ccccc12
 : i	-2	-1	2	3	1	3	-0.1	2
CC(CC(F)(F)F)N1CCC(n2nccc2NC(=O)CCCc2ccccc2)CC1 (configuration not stated)
 : i	-3	13	6	13	-3	-5	-0.2	-2
Cc1ccc(-n2c(SCC(=O)Nc3ccc4cn[nH]c4c3)nnc2-c2ccco2)cc1
 : i	-3	8	-2	-2	-7	-6	-0.9	0
C(=N\c1nccs1)/c1cccnc1
 : i	1	2	-3	-46	-2	-6	-1.0	0
CC(C(=O)NC1CCCCC1)N(Cc1ccccc1)C(=O)c1snc(C(N)=O)c1N (configuration not stated)
 : i	-1	0	1	6	-2	0	-0.8	1
Cc1cc(C)c(NC(=S)NCCCSC2CCCCC2)c(C)c1
 : i	-8	-4	24	6	-4	-8	0.7	-4
N#Cc1ccc(CCc2ccccc2)[nH]c1=O
 : i	4	8	-6	-1	-2	-14	1.8	0
N#C/C(=C\c1cc([N+](=O)[O-])c(N2CCCCC2)cc1N1CCCCC1)c1nn(-c2ccccc2)c(N)c1C#N
 : i	6	-8	57*	8	-5	2	0.2	-4
NNC(=O)c1nc(-c2cccc(-n3cccc3)c2)no1
 : i	-2	-2	-6	-8	-3	-9	1.7	3
